Bcl-xL primary = blocks human Bcl-xL binding to Bim BH3 peptide | GST-Bcl-xL / FITC-Bim BH3 peptide fluorescence polarization | hit rate 0.7% among 320,000 | inhibition, % at 10.9 µM | Q07817 | AID 2129;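 active = inhibition above the mean of all tested compounds plus 3 SD, cutoff set per campaign, cut at about 30% in these data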;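 also: 0% = DMSO wells and 100% = unlabeled Bim-BH3 peptide competitor; inhibitors lower millipolarization by displacing the labeled peptide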
GLD-1 RNA inh = GLD-1-TGE RNA interaction inhibition (C. elegans) | Q17339 | purified GLD-1 + fluorescein TGE RNA, fluorescence polarization | inhibition, % at 5.96 µM | hit rate 0.44% among 320,000 | AID 2280;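 active = percent inhibition above a per-plate cutoff, the plate mean of test compounds plus 3 SD, cut at about 30% in these data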;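 also: 0% = DMSO wells with GLD-1 and probe and 100% = wells lacking GLD-1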
MCL1-BIM inh = MCL1-BIM-BH3 interaction inhibition (human) | GST-MCL1 / FITC-Bim-BH3 fluorescence polarization | inhibition, % at 10.9 µM | hit rate 0.68% among 320,000 | AID 2057 | Q07820;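 active = inhibition above the mean inhibition of all tested compounds plus 3 SD, set per campaign, cut at about 40% in these data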;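 also: 0% = DMSO wells and 100% = unlabeled Bim-BH3 peptide control; higher means more loss of mP so more displacement of Bim peptide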
VLA-4 inh = inhibition in a human VLA-4 binding assay; P13612; VLA-4 expressing cells, ligand binding flow cytometry; inhibition, % (about 7 µM as worked out from the volumes in the protocol); hit rate 0.2% among 330,000; AID 2557; in the data active = inhibition above about 50%
Fam108B counter = Fam108B inhibition, counter-screen for RBBP9 inhibitors; recombinant Fam108B, FP-Rh probe fluorescence polarization; inhibition, % at 9.51 µM; hit rate 0.33% among 300,000;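 active = inhibition above the screen mean inhibition plus 3 SD, computed separately per campaign, cut at about 18% in these data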;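 also: inhibitors lower polarization as less probe binds the enzyme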
GRK2 aptamer HTS = human GRK2 inhibition via aptamer displacement | bead flow cytometry, FAM-aptamer displacement from GRK2 | inhibition of aptamer binding, % at 10 µM | hit rate 0.59% among 330,000 | AID 488847;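 active = inhibition of aptamer binding above 40%, roughly 3 SD of noise, on plates passing a quality check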;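 also: median bead fluorescence of bound FAM aptamer so fluorescent compounds give negative values; no value below 0 was filed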
CIT2-GFP yeast = modulators of TOR pathway CIT2-GFP in S. cerevisiae | S. cerevisiae CIT2-GFP strain, flow cytometry, 3 h; 100 means same as DMSO wells | GFP response vs DMSO, % at 10 µM | hit rate 0.065% among 320,000;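 active = GFP response relative to DMSO above a set limit, near the screen mean plus 3 SD, cut at about 150% in these data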;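 also: ratio of well median GFP fluorescence to mean of DMSO wells on the plate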
AGP1-GFP MLPCN = modulators of TOR pathway AGP1-GFP in S. cerevisiae; S. cerevisiae AGP1-GFP multiplex flow cytometry, 3 h; GFP as percent of DMSO wells; hit rate 0.02% among 320,000; GFP response vs DMSO, % at 10 µM;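 active = GFP response relative to DMSO above a set limit, near screen average plus 3 SD, cut at about 150% in these data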;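 also: median GFP channel fluorescence of the gated AGP1 strain per well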
MEX-5 binding = C. elegans MEX-5 TCR-2 RNA binding activity; activity score (negative = inhibition of binding), % at 10 µM; MEX-5/FITC-TCR2 RNA binding, fluorescence polarization; stronger effect = lower value; Q9XUB2; hit rate 0.38% among 300,000;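 active = inhibition past about -25% in most replicates, and total fluorescence under double the plate's negative control median, limit read from the data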;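 also: 0% = DMSO and -100% = 5 µM competing unlabeled TCR2 RNA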
Active calls of the source: *; x = not tested or not shown; [ ] = dose if it differs, or a comment.

SMILES	Bcl-xL primary	GLD-1 RNA inh	MCL1-BIM inh	VLA-4 inh	Fam108B counter	GRK2 aptamer HTS	CIT2-GFP yeast	AGP1-GFP MLPCN	MEX-5 binding
CCn1nnnc1-c1ccc(OC)c(S(=O)(=O)NCc2ccccc2)c1	7	2	-2	8	0	0	104	97	x
Cc1nc2cc(C(F)(F)F)ccc2n1CCNc1nc(-c2ccc([N+](=O)[O-])c(Cl)c2)cs1	3	4	6	16	8	2	68	86	0.5
Cc1ccc(CNC(=O)C2(C)Oc3ccccc3NC2=O)cc1 (centres undefined)	0	4	-2	12	-3	0	103	97	-4.4
COc1ccc(NC(=S)NCC(c2ccco2)N2CCCC2)cc1 (centres undefined)	3	0	-1	24	-4	0	97	100	1.5
O=C(Nc1ccccc1F)c1ccccc1-c1ccc(C(F)(F)F)cc1	2	6	7	16	-2	0	99	99	6.7
COc1cccc(NC(C(=O)Nc2cccc(C(C)=O)c2)c2ccccc2)c1 (centres undefined)	2	0	-4	5	-3	0	113	110	1.1
O=C(/C=C/c1cccnc1)c1ccccc1O	6	-2	5	6	0	5	105	95	0.3
COc1cccc(NC(=O)CNc2cc(S(=O)(=O)N3CCOCC3)ccc2N2CCCC2)c1	8	11	4	-6	x	0	106	104	x
N/C(=N\OC(=O)c1ccc(F)cc1)c1ccccc1	3	6	-1	4	-5	2	106	61	-1.3
Cc1cc(=O)n2c(n1)SCOC2	1	2	1	9	2	3	x	x	-1.0
CCc1ccc(NC(=O)CN2C(=O)COc3ccc(S(=O)(=O)N4CCCC4)cc32)cc1	-1	5	1	3	1	0	102	101	-4.2
CCc1ccc2c(COC(=O)c3n[nH]c4ccccc34)cc(=O)oc2c1	2	-4	3	-7	0	0	x	104	-0.1
O=C(O)CCN1C(=O)/C(=C\c2cccc(OCc3ccccc3)c2)SC1=S	-1	6	5	9	-5	0	99	98	-1.0
CCc1ccccc1NC(=S)NN	-3	4	-3	-2	-2	0	104	93	-0.4
O=C(c1cc(-c2ccc(Cl)c(Cl)c2)on1)N1CCN(c2ccccc2)CC1	-6	1	-9	3	-2	0	104	98	x
O=S(=O)(Cc1ccccc1Cl)NCc1ccccc1	3	-4	3	5	-6	1	101	104	-0.5
Cc1nc(SCC(=O)Nc2ccnc3ccccc23)n[nH]1	4	11	4	-15	1	2	106	101	-0.4
Clc1ccc(C2=Nn3c(nnc3-c3cccnc3)SC2)s1	6	-1	4	1	-2	0	85	87	1.1
COc1cc(C2N(c3cc(C)on3)C(=O)C3CCCN32)cc(OC)c1OC (centres undefined)	-2	4	3	3	0	0	x	97	-1.0
COc1ccc(N2C(=O)CC(N3CCC(O)(c4ccc(Br)cc4)CC3)C2=O)cc1 (centres undefined)	5	3	-4	14	6	0	97	104	x

Overlap with the part before: two compounds; new compounds follow.
SMILES	Bcl-xL primary	GLD-1 RNA inh	MCL1-BIM inh	VLA-4 inh	Fam108B counter	GRK2 aptamer HTS	CIT2-GFP yeast	AGP1-GFP MLPCN	MEX-5 binding
COc1cc(C2N(c3cc(C)on3)C(=O)C3CCCN32)cc(OC)c1OC (centres undefined)	-2	4	3	3	0	0	x	97	-1.0
COc1ccc(N2C(=O)CC(N3CCC(O)(c4ccc(Br)cc4)CC3)C2=O)cc1 (centres undefined)	5	3	-4	14	6	0	97	104	x
CC(=O)N1CCN(C(=O)c2cc(-c3ccc(Cl)s3)nc3ccccc23)CC1	1	6	-5	-3	-4	3	113	112	-1.0
O=C1C(=O)N(C2CCCC2)C(=O)N1Cc1c(F)cccc1Cl	6	4	6	-9	-1	2	94	95	0.5
CCOc1ccccc1NC(=O)CCn1nc(C)c(S(=O)(=O)N2CCCCC2)c1C	6	6	10	5	3	2	105	102	0.8
NC(=O)Cn1c(=O)n(Cc2ccco2)c(=O)c2c3c(sc21)CCCCC3	34*	6	77*	-2	9	2	110	x	1.4
Cc1ccccc1OCc1nnc(SCC(=O)Nc2ccc3c(c2)OCO3)n1C	1	-2	-3	12	1	0	93	101	-1.5
COC(=O)C1=C(N)c2c(F)cccc2C1(C#N)c1ccc(F)cc1 (centres undefined)	2	-2	5	19	-2	1	100	98	-1.7
Cc1ccc(C(=O)NC(=S)NNC(=O)COc2ccccc2C)cc1	8	1	6	-2	1	0	94	97	2.5
CCCN(CCC)S(=O)(=O)c1ccc(C(=O)O)cc1	8	1	5	36	-3	2	79	89	2.5
Cc1cc(NS(=O)(=O)c2ccc(NC(=O)CSc3nc4ncc(Cl)cc4[nH]3)cc2)nc(C)n1	4	7	6	6	4	0	89	100	-13
Cc1cc(C(=O)Nc2cccc(C)c2C)n(-c2ccccc2)n1	0	5	5	14	-3	2	99	97	0.6
COc1ccc(N2C(=O)CC(NCc3cccc(F)c3)C2=O)cc1 (centres undefined)	6	1	-2	-2	-2	0	108	99	1.4
O=C(CN1C(=O)C2CC=CCC2C1=O)Nc1nc2ccccc2[nH]1 (centres undefined)	-5	5	-4	1	-4	4	89	99	-7.0
O=C(NCc1ccc(F)cc1)c1ccc(S(=O)(=O)N2CCCCC2)cc1	-6	-5	-18	-1	x	0	93	95	x
CCCn1nnnc1NCc1ccccc1OCC	8	10	6	12	-2	2	108	101	0.2
CCOC(Cn1c(SCC(=O)Nc2cc(C)on2)nc2ccccc2c1=O)OCC	1	6	-4	6	-1	0	101	104	-0.6
O=C(CO/N=C1\CCCc2nonc21)Nc1ccccc1Cl	-2	-10	0	12	0	0	100[may fluoresce red]	97[may fluoresce red]	1.4
O=S(=O)(NCc1ccccc1)c1ccc(S(=O)(=O)N(Cc2ccccn2)Cc2ccco2)cc1	5	9	2	12	0	0	100	100	-2.9
CCn1c(-c2csc3c2CCCC3)n[nH]c1=S	-14	2	-14	26	2	0	x	x	0.1
Cc1nc2ccc(NC(=O)c3sccc3C)cc2s1	23	29	16	-1	3	0	89	91	0.4
O=C(O)c1cncc(C#CCC2CCCCC2)c1	-2	4	-5	-5	-2	2	91	103	3.4
Cc1ccc(Nc2nc(Cl)c(C=O)s2)cc1Cl	-5	-5	-3	-204	-1	0	101	101	1.4
Cc1cc(C(=O)O)ccc1-c1ccc(CO)o1	-3	3	-10	9	-5	5	109	94	0.6
Cc1cccc(C)c1OCc1cc(C(=O)N2CCN3CCCC3C2)no1 (centres undefined)	x	x	x	2	x	0	106	99	1.1
Cc1c(NC2=CC(=O)CC(C)(C)C2)ccc([N+](=O)[O-])c1C	-1	5	-2	-10	1	1	104	112	-3.0
CCS(=O)(=O)N1CCCC(C(=O)NC2CCCCC2)C1 (centres undefined)	4	-1	10	5	0	4	103	108	-3.4
CCO[C@@H]1OC(C(=O)NCc2nc3ccccc3[nH]2)=C[C@H](C2CC2)[C@H]1CCCO	-2	1	0	-4	-1	2	128	95	0.0
Cc1ccc(/C=N/Nc2nc(C)cc(C)n2)cc1	3	9	5	4	3	0	94	102	-0.1
O=C(COc1ccccc1Cl)Nc1cccc(S(=O)(=O)N2CCCC2)c1	-4	-2	-15	12	x	5	95	95	x
O=C(COC(=O)c1ccc(F)c(S(=O)(=O)N2CCOCC2)c1)NCCc1ccccc1	0	-2	-5	38	1	0	114	112	1.1
Cc1nn(-c2ccccc2)c(NC(=O)c2ccccc2)c1Br	3	12	1	0	-3	1	104	105	2.8
CCOC(=O)CSc1ncc(-c2cccc(Cl)c2)cn1	2	4	5	-2	0	0	106	106	-0.1
CC(C)CN(C(=O)c1ccco1)C1CCS(=O)(=O)C1 (centres undefined)	0	0	-3	7	-2	0	101	112	0.6
Cc1ccc(S(=O)(=O)NCCC(=O)NC(C)CCc2ccccc2)cc1 (centres undefined)	2	1	4	-10	5	0	95	109	-0.7
O=C(Nc1ccc(Cl)cc1Cl)c1csc(-c2cccnc2)n1	9	2	9	-10	2	1	92	99	-1.5
CC(C)(C)c1ccc(C(=O)NC2CCN(Cc3ccccc3)CC2)cc1	5	-2	3	0	0	0	97	98	0.7
O=C(NNC(=O)C1CC1)c1cc(Br)c(Br)s1	x	-1	x	1	x	9	123	101	x
C=CCOC(=O)C1=C[C@@H](c2coc3ccccc3c2=O)C[C@@H](OCc2ccc(CO)cc2)O1	10	10	7	25	0	1	95	98	2.3
C=CCOc1c(Br)cc(C2NC(=O)NC(C)=C2C(C)=O)cc1OCC (centres undefined)	6	0	10	-4	-2	1	102	108	1.7
CC(c1ccco1)N(C(=O)c1ccccc1NS(=O)(=O)c1ccc(Cl)cc1)c1ccccn1 (centres undefined)	10	3	3	9	5	0	95	101	0.3
COC(=O)NCC1(C)CC(NC(=O)OC)CC(C)(C)C1 (centres undefined)	5	2	0	0	-2	0	99	103	-1.2
COc1cc(OC)c2c(c1)C(=O)OC2OC (centres undefined)	-1	1	-1	3	1	0	x	x	0.6
Cc1ccc(NCc2ccncc2)c(Br)c1	4	-2	-2	-7	-3	6	103	121	0.7
Cn1cccc1C(=O)OCC(=O)Nc1ccc2c(c1)OCO2	-1	9	-2	0	0	2	97	102	x
COCc1cc(=O)n2[nH]c(C(C)(C)C)cc2n1	2	1	2	-1	-2	1	87	99	-3.1
COCCN(C(=O)CCc1nnc(Cc2c[nH]c3ccccc23)o1)C(C)C	5	5	9	-9	6	0	104	108	-0.6
O=C(c1ccncc1)N1CCN(C(=O)c2ccncc2)CC1	-6	5	-7	9	0	4	102	100	-0.8
Cc1cccc2nc(CSc3nc4ccc([N+](=O)[O-])cc4[nH]3)cn12	-3	-2	-9	3	-5	2	101	101	-11
CCc1cc(=O)oc2cc(OCC(=O)N3CCC[C@H]3C(=O)O)ccc12	1	3	3	-4	0	3	96	102	-1.3
CCCCC(=O)Nc1ncc2c(n1)CC(C)(C)CC2=O	-5	-8	3	2	5	0	113	113	-1.3
COc1cc(OC)cc(C(=O)N2CCN(Cc3ccc4c(c3)OCO4)CC2)c1	6	2	9	2	3	0	103	98	1.3
Cc1nnc(SCc2ccccc2C#N)n1-c1ccccc1	1	1	6	12	1	0	101	99	-2.1
CC(OC(=O)CNC(=O)c1ccc2c(c1)OCO2)C(=O)NCCC1=CCCCC1 (centres undefined)	2	-2	14	26	1	38	99	101	0.7
Cc1ccccc1N1C(=O)[C@@H]2Cc3ccccc3CN2C1=O	-4	2	2	13	0	0	86	84	0.3
CCCn1c(N)c(C(=O)CSc2nnc(-c3c[nH]c4ccccc34)n2C2CC2)c(=O)[nH]c1=O	x	5	x	2	x	0	108	98	x
CN(CC(=O)Nc1nc2ccccc2s1)S(=O)(=O)c1ccc(Cl)cc1	4	-2	7	12	-2	1	78	101	-9.5
CC1CCC(NC(=O)COc2ccc(C(=O)c3ccccc3)cc2)CC1 (centres undefined)	8	0	7	15	-4	1	99	98	-0.3
O=C1/C(=C/c2ccncc2)Cc2ccccc21	3	2	-3	32	4	2	89	98	-5.3
COc1ccccc1CC1(C)NC(=O)N(CC(=O)N2CC(C)OC(C)C2)C1=O (centres undefined)	1	-1	1	9	-1	2	96	96	0.1
Cc1nc2cccc(C)n2c(=O)c1Cl	3	2	3	1	2	2	108	105	-1.0
COc1ccc(/C=C(/NC(=O)c2ccc(C)cc2)C(=O)NCC2CCCO2)cc1 (centres undefined)	5	2	3	-10	6	1	99	97	-0.8
CCCC(/C=C/c1ccc(OC(C)=O)cc1)=C1/c2ccccc2C(=O)N1c1ccccc1	0	0	0	-53	x	0	103	105	x
COC(=O)Cc1[nH]nc2c1C1(CCSCC1)C(C#N)=C(N)O2	0	4	1	4	0	5	113	114	0.6
